FLuc inh counter – inhibits firefly luciferase, flagging false hits in luciferase inhibition screens; P08659; ATPLite firefly luciferase biochemical luminescence, 10 min; inhibition, % at 10 µM; actives 1.5% (n = 200,000);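 active means inhibition above about 50% when tested at 10 µM, limit read from the data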
G6PDH counter – inhibits Leuconostoc G6PDH, flagging false hits in G6PDH-based assays. Purified L. mesenteroides G6PDH, diaphorase/resazurin coupled fluorescence, 45 min. inhibition, % at 5 µM. actives 0.12% (n = 200,000). AID 1020; in the data active means inhibition above about 50%
APP 5UTR inh – APP translation inhibition; inhibition, % at 2 µM; SH-SY5Y APP 5'UTR-luciferase reporter, luminescence; actives 0.82% (n = 190,000);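 active means inhibition above a set limit, derived from the sample mean plus 3 SD, cut at about 45% in these data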; further: values of inactives mirror those of a sister screen read the other way
NF-kB expr up – raises NF-kB expression in human neuronal cells; actives 1.6% (n = 190,000); NF-kB reporter expression; stronger effect = higher value; AID 1239; fold change at 12.5 µM; in the data active means fold change above about 3.3
TLR4 MyD88 comp – TLR4-MyD88 interaction inhibition in cells. O00206+Q99836. HeLa CL3-4 TLR4/MyD88 BLA complementation, FRET ratio. inhibition, % at 8.4 µM. actives 0.18% (n = 200,000). AID 861; in the data active means inhibition above about 25%;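 further: 0% = vehicle and 100% = reference inhibitor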
Target sequence (O00206 whole entry, looked up): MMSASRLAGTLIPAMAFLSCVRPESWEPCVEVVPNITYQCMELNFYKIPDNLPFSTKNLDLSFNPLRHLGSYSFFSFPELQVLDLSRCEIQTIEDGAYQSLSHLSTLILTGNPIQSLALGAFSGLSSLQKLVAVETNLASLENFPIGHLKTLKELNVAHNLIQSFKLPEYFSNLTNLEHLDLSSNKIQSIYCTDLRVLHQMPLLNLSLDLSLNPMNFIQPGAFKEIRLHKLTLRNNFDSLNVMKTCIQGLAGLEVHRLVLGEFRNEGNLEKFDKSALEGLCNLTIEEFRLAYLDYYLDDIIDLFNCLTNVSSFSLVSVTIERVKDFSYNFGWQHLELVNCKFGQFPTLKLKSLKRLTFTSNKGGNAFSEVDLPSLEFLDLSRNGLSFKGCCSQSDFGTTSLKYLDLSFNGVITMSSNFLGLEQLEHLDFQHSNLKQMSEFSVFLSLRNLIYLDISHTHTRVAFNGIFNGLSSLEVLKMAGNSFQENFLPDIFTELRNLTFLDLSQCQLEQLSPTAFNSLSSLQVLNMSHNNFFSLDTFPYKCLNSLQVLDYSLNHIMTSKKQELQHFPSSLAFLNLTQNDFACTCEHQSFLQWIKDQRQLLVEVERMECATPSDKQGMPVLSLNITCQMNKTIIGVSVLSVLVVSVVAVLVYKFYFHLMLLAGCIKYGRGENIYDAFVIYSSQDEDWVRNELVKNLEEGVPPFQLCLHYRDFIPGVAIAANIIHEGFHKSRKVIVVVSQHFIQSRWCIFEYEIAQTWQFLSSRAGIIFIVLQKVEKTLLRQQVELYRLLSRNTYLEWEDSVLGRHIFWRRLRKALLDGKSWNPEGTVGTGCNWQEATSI
Target sequence (Q99836 whole entry, looked up): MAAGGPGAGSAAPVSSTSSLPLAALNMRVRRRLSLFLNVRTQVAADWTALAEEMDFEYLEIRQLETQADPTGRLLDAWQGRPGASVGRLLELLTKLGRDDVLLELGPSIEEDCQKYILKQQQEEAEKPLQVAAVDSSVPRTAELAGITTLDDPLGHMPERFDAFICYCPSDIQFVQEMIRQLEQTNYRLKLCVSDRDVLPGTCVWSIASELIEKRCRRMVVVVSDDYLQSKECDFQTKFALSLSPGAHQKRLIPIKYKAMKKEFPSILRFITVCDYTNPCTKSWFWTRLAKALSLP
APP 5'UTR act – APP 5'UTR luciferase reporter activation | actives 1% (n = 190,000) | SH-SY5Y APP 5'UTR luciferase reporter, luminescence; zero percent = DMSO vehicle wells | activation, % at 2 µM;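 active means activation above a set limit, based on mean plus 3 SD of controls, cut at about 140% in these data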; further: values of inactives mirror those of a sister screen read the other way
Diaph inh CS – counter-screen for diaphorase-based assays: diaphorase inhibitors and chemical oxidizers; diaphorase resazurin-to-resorufin fluorescence, NADH, 16 min; bacterial (C. kluyveri) enzyme, not human; inhibition, % at 20 µM; actives 0.69% (n = 190,000); AID 1217;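 active means primary screen inhibition at 20 µM above a set limit, cut at about 50% in these data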;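 further: plate controls were DMSO with full reaction for no effect and wells lacking NADH for full effect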
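Test system: Clostridium kluyveri diaphorase enzyme / Quantity: diaphorase at 0.14 U/mL in enzyme working solution / Incubation: 16-min room-temperature incubation before reading / Benchmarks: NADH-free wells as positive control, DMSO-only neutral wells / Signal: resorufin fluorescence 544/590 nm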
STAT1 activator – STAT1 signaling activation | NIH 3T3 STAT1-luciferase reporter, IFN-gamma, luminescence; 100% = IFN-gamma alone, no compound | activation (% of control), % at 5.5 µM | actives 2.6% (n = 200,000);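 active means activation above the screen-wide mean activation plus 3 SD, cut at about 130% in these data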;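 further: raw ratio to IFN-gamma control signal so 100% means no change and 0% no light; values of inactives mirror those of a sister screen read the other way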
Diaph act CS – activates diaphorase or chemically reduces, flagging diaphorase assay artifacts. Diaphorase/resazurin coupled assay, resorufin fluorescence, 16 min; stronger effect = higher value; 1 = vehicle wells, 0 = NADH-free wells. activation factor at 20 µM. actives 0.005% (n = 190,000). AID 1229;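 active means diaphorase activity raised at least twofold by the compound at 20 µM; inactive means activation factor below 2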
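Material: Clostridium kluyveri diaphorase, purified enzyme; Quantity: enzyme 0.07 U/mL final; Medium: HEPES pH 7.4 buffer with MgCl2 and Tween 20; Dosing: single compound dose of 20 µM, 1% DMSO final; Schedule: 16 min reaction at room temperature; Measured by: red resorufin fluorescence at 544/590 nm excitation/emission.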
FLuc act counter – firefly luciferase counter-screen for stimulation assays | AID 1027 | 200,000 tested, under 10 active | ATPlite luciferase biochemical, luminescence, 10 min; 0 = ATP-free wells, 1 = DMSO control | activation factor at 10 µM | P08659;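 active means luciferase activation factor, scaled between plate controls, of at least 2 with compound at 10 µM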
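test system = cell-free luciferase reagent | medium = PBS as buffer for the ATP substrate | dosing = test compounds dosed from 2 mM stocks in 100% DMSO | incubation = 10 min at ambient temperature | detection = luminescence measurement of luciferase light output | benchmarks = low control with PBS replacing ATP, high control enzyme plus ATP without compound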
Starred values were filed as active, the others as inactive; / = not tested or not shown. Compounds as they come. Share with any hit: about 5.6%.

no.	Structure	FLuc inh counter	G6PDH counter	APP 5UTR inh	NF-kB expr up	TLR4 MyD88 comp
1	CCOC(=O)c1c(NC(=S)Nc2cccc(C)c2)sc2c1CC(C)(C)SC2	2	-4	-6	1.1	-4
2	CC(=O)N(Cc1ccc2c(c1)OCO2)C1CC(=O)N(CCc2ccccc2)C1=O (centres undefined)	-7	4	6	1.2	-8
3	C(=C/c1nccc2c1[nH]c1ccccc12)/c1ccc2c(c1)OCO2	12	3	-25	0.85	-101
4	CN1CCN(S(=O)(=O)c2ccc(NC(=O)c3ccc(F)cc3)cc2)CC1	-4	-3	-22	1.1	-2
5	C=CCOc1ccc(/C(O)=C2\C(=O)C(=O)N(CCCOC)C2c2ccc(O)c(OC)c2)cc1 (centres undefined)	-8	1	-6	0.99	0
6	Cc1cnc(C(=O)Nc2cccc3cccnc23)cn1	0	7	74*	1.1	1
7	CC1=NN(C(=S)Nc2ccccc2)C(C)(C)C1	-4	0	-15	1	-3
8	Cc1ccc(N2C(=O)CSC2c2ccc3c(c2)OCO3)cc1 (centres undefined)	-5	0	-5	1	-7

no.	APP 5'UTR act	Diaph inh CS	STAT1 activator	Diaph act CS	FLuc act counter
1	6	13	93	0.9	1
2	-5	18	98	0.8	1.1
3	25	-5	113	1.1	0.9
4	22	6	100	0.9	1
5	6	19	103	0.8	1.1
6	-74	9	104	0.9	1
7	15	-4	102	1	1
8	5	8	105	0.9	1

(continued)
no.	Structure	FLuc inh counter	G6PDH counter	APP 5UTR inh	NF-kB expr up	TLR4 MyD88 comp
9	Cc1ccc(NC(=S)NCCc2c[nH]c3ccccc23)cc1	-3	-6	-28	1.5	3
10	CCOCCCn1c(SCC(=O)NCc2ccco2)nc2c(sc3ccccc32)c1=O	-4	0	5	0.98	-6
11	COCCSc1nnc(NS(=O)(=O)c2ccccc2)s1	-5	3	-12	1.1	-16
12	CCOc1ccc(NC(C)=O)cc1[N+](=O)[O-]	-4	7	-7	1.2	-1
13	CC(C)(C)NC(=O)CN1CCC(O)(c2ccc3c(c2)OCO3)CC1	-8	-2	-18	1.3	11
14	CCOC(=O)C1=C(C)NC(SC)=NC1c1ccc(OC)cc1 (centres undefined)	-3	4	22	1.1	0
15	O=C(NNC(=O)c1ccc2c(c1)OCO2)NC1CCCCC1	-6	2	1	1.6	6
16	Cc1cc(NC(=O)CSc2nnc(-c3ccc4c(c3)OCCO4)o2)no1	12	4	-94	1.6	4

no.	APP 5'UTR act	Diaph inh CS	STAT1 activator	Diaph act CS	FLuc act counter
9	28	8	105	0.9	1
10	-5	-3	99	1	1
11	12	3	95	1	1.1
12	7	8	99	0.9	1
13	18	6	96	0.9	1.1
14	-22	9	100	0.9	1
15	-1	5	99	1	1.1
16	94	22	103	0.8	0.9

Some entries already given, limited to APP 5UTR inh and NF-kB expr up.
cpd	structure	APP 5UTR inh	NF-kB expr up
10	CCOCCCn1c(SCC(=O)NCc2ccco2)nc2c(sc3ccccc32)c1=O	5	0.98
11	COCCSc1nnc(NS(=O)(=O)c2ccccc2)s1	-12	1.1
12	CCOc1ccc(NC(C)=O)cc1[N+](=O)[O-]	-7	1.2
13	CC(C)(C)NC(=O)CN1CCC(O)(c2ccc3c(c2)OCO3)CC1	-18	1.3

The listing picks up; the 2 compounds before the break are reprinted first.
no.	Structure	FLuc inh counter	G6PDH counter	APP 5UTR inh	NF-kB expr up	TLR4 MyD88 comp
15	O=C(NNC(=O)c1ccc2c(c1)OCO2)NC1CCCCC1	-6	2	1	1.6	6
16	Cc1cc(NC(=O)CSc2nnc(-c3ccc4c(c3)OCCO4)o2)no1	12	4	-94	1.6	4
17	Cn1cccc1/C=N/NC(=O)Cn1cnc2ccccc21	-4	9	-2	1.1	10
18	COc1ccc(NC(=O)c2ccccc2NC(=O)CSc2ccccc2)cc1	3	-12	-14	1.1	-8
19	CC1(C)C(=O)Nc2ccccc2N1C(=O)CSc1nnc2ccccn12	-4	6	2	1.1	-2
20	CC(=O)N1CCCc2cc(S(=O)(=O)CCC(=O)N3CCN(c4ccccc4)CC3)ccc21	-3	-1	-4	1.1	-14
21	O=C1CCCC(=O)N1c1ccc(O)cc1	-6	14	18	1.3	-6
22	C=CCN(CC=C)S(=O)(=O)c1ccc(NC(=O)COc2ccccc2OC)cc1	-2	3	-1	0.73	14
23	O=[N+]([O-])c1ccc(-c2csc(N3CCc4ccccc4C3)n2)cc1	-7	-22	10	1.1	-4
24	O=C(/C=C/c1ccccc1O)c1ccc(Cl)cc1	18	11	-25	1.9	-6

no.	APP 5'UTR act	Diaph inh CS	STAT1 activator	Diaph act CS	FLuc act counter
15	-1	5	99	1	1.1
16	94	22	103	0.8	0.9
17	3	7	96	0.9	1
18	14	-2	105	1	1
19	-2	12	101	0.9	1
20	5	20	93	0.8	1
21	-18	/	101	/	1.1
22	1	21	94	0.8	1
23	-11	14	103	0.9	1.1
24	25	36	93	0.6	0.8

More compounds follow:
no.	Structure	FLuc inh counter	G6PDH counter	APP 5UTR inh	NF-kB expr up	TLR4 MyD88 comp
25	c1ccc(-c2nnc(SCC3CCCCO3)nc2-c2ccccc2)cc1 (centres undefined)	-9	0	-13	1.3	-7
26	CCS(=O)(=O)c1ccc2c(c1)N(S(C)(=O)=O)CC(C(=O)NCc1ccccc1OC)O2 (centres undefined)	-3	8	-6	1	10
27	Cc1cc2sc3ccccc3c(=O)c2c(C)c1O	8	7	-30	2.4	-7
28	CC1CCC(NC(=O)c2ccc(CNc3c(NC4CCCCC4)c(=O)c3=O)cc2)CC1 (centres undefined)	-8	14	-12	1.1	-4
29	Cc1cc(N/N=C/c2ccc(O)cc2O)nc(-c2ccccc2O)n1	64*	17	56*	0.69	-5
30	O=c1cc(-c2ccccc2)c2cc3c(cc2[nH]1)OCCO3	-2	0	16	0.94	10
31	N#CC1=C(N)C(C#N)(C#N)[C@H](c2c(F)cccc2F)[C@H]2CC3(CC=C12)OCCO3	-1	18	14	0.82	-6
32	COc1ccc(CNC(=S)N/N=C/c2ccc(OC)c(OC)c2)cc1	2	-1	14	1.5	4

no.	APP 5'UTR act	Diaph inh CS	STAT1 activator	Diaph act CS	FLuc act counter
25	13	20	98	0.8	1.1
26	6	12	99	0.9	1
27	31	20	107	0.8	0.9
28	12	1	88	1	1.1
29	-56	36	121	0.6	0.4
30	-16	8	100	0.9	1
31	-14	10	88	0.9	1
32	-15	10	102	0.9	1

Remaining list, next part:
no.	Structure	FLuc inh counter	G6PDH counter	APP 5UTR inh	NF-kB expr up	TLR4 MyD88 comp
33	Cc1c(NC(=O)c2ccc3c(c2)C(=O)N(Cc2ccco2)C3=O)cccc1C(=O)O	2	1	-10	1.2	-6
34	COc1ccc(NC(=O)C(c2ccccc2)N(C)C(=O)CNC(C)=O)cc1 (centres undefined)	0	4	-8	1.1	0
35	CCOC(=O)NCc1ccc2c(c1)cc(C)n2C	-3	5	2	1.3	1
36	COCCn1c(Cc2ccccc2)nnc1SCc1ccc([N+](=O)[O-])cc1	-9	-2	-1	1.2	1
37	O=C(NC1CCCCC1)c1cc([N+](=O)[O-])ccc1N1CCOCC1	-7	2	-8	1.1	9
38	COc1ccc(N=C2SC(CC(=O)Nc3ccccc3)C(=O)N2CC2CCCO2)cc1 (centres undefined)	-9	4	6	0.6	6
39	CCC(=O)N(Cc1ccco1)c1nc(C(=O)Nc2ccc(Cl)cc2)c(C)s1	-17	-17	-8	1.3	-3
40	Cc1c(Nc2nc(-c3ccccc3)cs2)c(=O)n(-c2ccccc2)n1C	1	10	5	1.4	-2

no.	APP 5'UTR act	Diaph inh CS	STAT1 activator	Diaph act CS	FLuc act counter
33	10	-6	95	1.1	1
34	7	2	104	1	1
35	-2	4	99	1	1
36	1	6	97	0.9	1.1
37	8	6	97	0.9	1.1
38	-6	30	99	0.7	1.1
39	7	24	99	0.8	1.2
40	-5	21	93	0.8	1

Marked active in APP 5UTR inh, among the entries above:
| item | compound | APP 5UTR inh | NF-kB expr up | TLR4 MyD88 comp | APP 5'UTR act | STAT1 activator | Diaph act CS |
| --- | --- | --- | --- | --- | --- | --- | --- |
| 6 | Cc1cnc(C(=O)Nc2cccc3cccnc23)cn1 | 74* | 1.1 | 1 | -74 | 104 | 0.9 |
| 29 | Cc1cc(N/N=C/c2ccc(O)cc2O)nc(-c2ccccc2O)n1 | 56* | 0.69 | -5 | -56 | 121 | 0.6 |

(listing goes on)
no.	Structure	FLuc inh counter	G6PDH counter	APP 5UTR inh	NF-kB expr up	TLR4 MyD88 comp
41	CCc1cc2c(=O)[nH]c(Cc3ccc(OC)cc3)nc2s1	-3	13	8	1.2	-4
42	Cc1ccc(-n2nc(N)c3c(=O)oc(N(C)C)nc32)cc1	-5	10	-1	0.88	2
43	COc1ccc2c(c1)Sc1ccccc1N2CCN(C)C	-4	-6	1	0.77	10
44	COc1cccc(C2C3=C(N=c4s/c(=C\c5cccc(O)c5)c(=O)n42)c2ccccc2CC3)c1OC (centres undefined)	-2	-13	1	0.86	12
45	CCOC(=O)c1ccc(NC(=O)Nc2ccn(C)n2)cc1	13	15	-2	1.2	-7
46	COc1cccc(C(=O)CN2CCN(S(=O)(=O)c3ccc(Br)cc3)CC2)c1	-4	-1	-4	1.1	-10
47	CC(=O)c1ccc(N2CCN(C(=O)COc3ccc(F)cc3)CC2)c(F)c1	-8	7	1	0.8	-8
48	Cc1cc(NC(=O)c2ccc(Cl)cc2)no1	59*	-3	-126	2.9	-5

no.	APP 5'UTR act	Diaph inh CS	STAT1 activator	Diaph act CS	FLuc act counter
41	-8	6	110	0.9	1
42	1	3	100	1	1
43	-1	18	84	0.8	1
44	-1	25	108	0.8	1
45	2	15	109	0.8	0.9
46	4	15	98	0.8	1
47	-1	13	101	0.9	1.1
48	126	17	116	0.8	0.4

Continued:
no.	Structure	FLuc inh counter	G6PDH counter	APP 5UTR inh	NF-kB expr up	TLR4 MyD88 comp
49	CC(=O)c1cc(C#N)c(N(C)Cc2ccccc2)nc1C	-2	3	-11	1.2	0
50	CCOc1ccc(S(=O)(=O)/N=C(/c2ccccc2)N(C)C)cc1	-9	13	5	/	-6
51	Cc1cc(C(=O)COC(=O)C2CCN(C(=O)c3ccc(Cl)cc3)CC2)c(C)n1CC1CCCO1 (centres undefined)	16	2	-9	1.1	10
52	CCOc1ccccc1N(C(=O)Nc1cccc(Cl)c1)C1=NC(C)CS1 (centres undefined)	-1	6	-3	1.4	1
53	CCn1c2ccccc2c2cc(C3C(C#N)=C(N)OC4=C3C(=O)CC(C)(C)C4)ccc21 (centres undefined)	0	7	/	/	/
54	O=C(NCc1ccc2c(c1)OCO2)C1CC(c2ccc(Cl)c(Cl)c2)=NO1 (centres undefined)	-6	6	-1	1	0
55	CC(=O)c1c(C)n([O-])c2ccc(C)cc2[n+]1=O	-2	-2	8	1.2	2

no.	APP 5'UTR act	Diaph inh CS	STAT1 activator	Diaph act CS	FLuc act counter
49	11	3	90	1	1
50	-5	21	96	0.8	1.1
51	9	5	110	1	0.8
52	3	15	96	0.8	1
53	/	24	/	0.8	1
54	1	11	101	0.9	1.1
55	-8	8	99	0.9	1
